Compound activity deposited in PubChem by National Center for Advancing Translational Sciences (NCATS).
Pf growth 48h: P. falciparum growth inhibition at 48 hours (one generation) | Potency, µM (top dose mostly 28.7 µM), inactives show at the highest dose activity change, negative = inhibition, actives largely listed as inhibitors | P. falciparum luciferase growth in erythrocytes, 48 h | AID 504832 | 5.9% of 310,000 active; further: potency means the concentration at half of the fitted maximal effect; on the % scale 0 is the no-effect control and ±100 the full control effect
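In quantitative HTS format, infected erythrocytes bearing luciferase-reporter parasites were treated for a single generation at 37 C. Luminescence after adding detection reagent served as the growth measure.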
Shiga inhibitor: blocks Shiga toxin action in Vero cells; Vero cells, Shiga toxin protein synthesis inhibition reporter; AID 2315; inhibition, % at 38.7 µM; 9.2% of 290,000 active; in the data active means inhibition mostly above about 28%, no sharp cut-off; inactive means mostly below about 43%; further: 0% is about no effect
AmpC no deterg: inhibitors of E. coli AmpC beta-lactamase without detergent. AmpC nitrocefin hydrolysis, absorbance 480 nm, 0.0001% Triton. Potency, µM (highest dose often 57.1 µM), for inactives: at the top dose activity change, negative = inhibition, most hits filed as inhibitors. 0.52% of 330,000 active;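 further: potency means the concentration at half of the fitted maximal effect; plate controls were no compound for no effect and no enzyme for full effect; nearly all actives have a fitted effect of over 20% in size; some results filed as inactive show a strong effect at the top dose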
Target sequence (P00811 whole entry, looked up): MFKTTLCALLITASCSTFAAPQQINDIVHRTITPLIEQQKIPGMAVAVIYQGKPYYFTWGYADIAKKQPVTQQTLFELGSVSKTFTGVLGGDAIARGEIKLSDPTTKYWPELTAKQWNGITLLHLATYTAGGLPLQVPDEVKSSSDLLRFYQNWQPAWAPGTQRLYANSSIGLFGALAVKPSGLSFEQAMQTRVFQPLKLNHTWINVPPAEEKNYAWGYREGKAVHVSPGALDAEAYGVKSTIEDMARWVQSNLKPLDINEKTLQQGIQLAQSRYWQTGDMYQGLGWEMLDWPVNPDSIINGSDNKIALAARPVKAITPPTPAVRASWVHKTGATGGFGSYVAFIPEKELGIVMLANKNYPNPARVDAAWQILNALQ
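AmpC (5.3 nM in the dispensed reagent) in 20 mM phosphate pH 7.0 with 0.01% (detergent screen) or 0.0001% Triton X-100 was preincubated with compounds for 15 min at room temperature. Nitrocefin was then added from an 800 uM solution, and hydrolysis was followed at 480 nm.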
LmPK inhibitor: blocks Leishmania mexicana pyruvate kinase activity; Q27686; purified LmPK, Kinase-Glo ATP luminescence, 1 h; Potency, µM (top dose mostly 57.5 µM), for the others: at the highest dose activity change, negative = inhibition, hits mostly inhibitors; 0.37% of 290,000 active; further: potency means the concentration at half of the fitted maximal effect; on the % scale 0 is the no-effect control and ±100 the full control effect
Target sequence (Q27686 whole entry, looked up): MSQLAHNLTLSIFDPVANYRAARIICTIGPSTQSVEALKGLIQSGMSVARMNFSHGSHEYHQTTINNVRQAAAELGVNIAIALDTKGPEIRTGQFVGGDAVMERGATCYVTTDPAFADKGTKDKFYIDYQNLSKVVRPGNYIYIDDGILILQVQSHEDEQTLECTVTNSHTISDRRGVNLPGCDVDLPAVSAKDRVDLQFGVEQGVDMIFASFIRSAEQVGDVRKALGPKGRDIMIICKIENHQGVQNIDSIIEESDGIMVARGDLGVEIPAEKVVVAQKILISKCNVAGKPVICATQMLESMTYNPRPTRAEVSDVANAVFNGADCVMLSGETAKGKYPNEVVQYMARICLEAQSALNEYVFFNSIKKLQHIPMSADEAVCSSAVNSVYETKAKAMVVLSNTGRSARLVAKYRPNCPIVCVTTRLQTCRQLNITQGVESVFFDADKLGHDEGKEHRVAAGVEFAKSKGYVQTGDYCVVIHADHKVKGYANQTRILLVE
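Screened at intermediate enzyme activity to detect both inhibitors and activators: LmPK at 0.1 nM, with a 0.5 nM enzyme column as activation reference. PEP 0.5 mM, ADP 0.1 mM; ATP detected by luminescence after 1 h.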
Pf growth 96h: inhibits malaria parasite growth, 96 h; P. falciparum luciferase reporter growth, 96 h; Potency, µM (series often up to 28.7 µM), without a hit: at the highest dose activity change, negative = inhibition, usual class: inhibitors; 6.9% of 320,000 active; AID 504834; further: potency means the concentration at half of the fitted maximal effect; on the % scale 0 is the no-effect control and ±100 the full control effect
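Erythrocytes infected with luciferase-expressing P. falciparum were dispensed at 2% hematocrit and 0.05% parasitemia (final), then incubated with compounds 96 hours at 37 C in 5% CO2. Luminescence after detection reagent addition reported growth.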
Tb PYK inh: blocks Trypanosoma brucei pyruvate kinase. Q57TT1. TbPYK enzyme, Kinase-Glo Plus ATP luminescence, 45 min. Potency, µM (highest dose often 76.8 µM), inactives show top-dose activity, negative = inhibition, hits mostly inhibitors. 0.12% of 410,000 active. AID 624173; further: potency means the concentration at half of the fitted maximal effect; on the % scale 0 is the no-effect control and ±100 the full control effect; nearly all actives have a fitted effect of over 50% in size
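T. brucei PYK with substrate was exposed to pin-transferred compounds across a concentration series, then started with 130 uM ADP (final). After 45 min at room temperature, Kinase-Glo Plus luminescence was read, normalized and curve-fitted.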
CHX counter: counter-screen hit for Shiga toxin inhibitors, cycloheximide. cell reporter, cycloheximide protein synthesis inhibition counterscreen. max response, %. 12% of 300,000 active. AID 2314; in the data active means max response mostly above about 13%, no sharp cut-off; inactive means mostly below about 14%; further: read at 38.3 µM for the half of the compounds with a filed dose; 0% is about no effect
* marks the source's active call; other numbers are inactive results; ? = inconclusive; nt = no result given; [ ] = remark or other dose. Unless noted, the call rests on the fitted dose curve; in most records, active means well fitted curve in the direction sought with a large enough effect; inconclusive means small, poorly fitted or top-dose-only effect, or another doubt; inactive means no such curve, though single readings can be large; an effect the other way counts as inactive or inconclusive. Outcome played no part in choosing rows (roughly 22% active in at least one column).

Structure,CHX counter,Pf growth 48h,Shiga inhibitor,LmPK inhibitor,Tb PYK inh,AmpC no deterg,Pf growth 96h
O=C(NC(=S)Nc1ccc2oc(=O)ccc2c1)c1cccc(Cl)c1,-2,7%,-6,1%,0%,-6%,20%
O=C(NC(=S)N1CCN(c2ccccc2)CC1)c1c(F)cccc1F,0,?,-11,-1%,-7%,-12%,-19%
CC1=C/C(=N\NC(=O)c2ccc(O)cc2)CC1,0,24%,30,1%,3%,-23%,-22%
CC1(c2ccc(Cl)cc2)NC(=O)N(CC(=O)N2CCc3ccccc3C2)C1=O (centres undefined),nt,?,nt,nt,-12%,24%,-23%
CSc1nnc([C@@H]2CCCN2C(=O)OC(C)(C)C)o1,4,-12%,-9,2%,-1%,12%,36%[activator]
Cc1ccc(OCC(=O)N(Cc2ccccc2)C(C)C)c([N+](=O)[O-])n1,-1,7%,-2,-1%,2%,-1%,7%
COc1cc2[nH]c(=O)n(CCCC(=O)NC3CCCCC3)c(=O)c2cc1OC,-6,?,-1,1%,0%,-7%,?
COc1ccc(CCNC(=S)NC(=O)c2ccc(Br)cc2)cc1OC,-2,16%,-15,5%,-1%,-25%,31%[activator]
CCOc1ccc(NC2c3ccccc3C(=O)N2Cc2ccco2)cc1 (centres undefined),9,?,7,1%,1%,-1%,?
CN1C(=O)C(=Cc2ccccc2OCc2ccc(C(=O)O)cc2)C(=O)N(C)C1=O,-2,0%,-4,0%,?,-11%,?

Record cards, from the list above. Screens in order: CHX counter | Pf growth 48h | Shiga inhibitor | LmPK inhibitor | Tb PYK inh | AmpC no deterg | Pf growth 96h
Shown for COc1ccc(CCNC(=S)NC(=O)c2ccc(Br)cc2)cc1OC = -2 | 16% | -15 | 5% | -1% | -25% | 31%[activator]
Shown for O=C(NC(=S)Nc1ccc2oc(=O)ccc2c1)c1cccc(Cl)c1 = -2 | 7% | -6 | 1% | 0% | -6% | 20%
Shown for Cc1ccc(OCC(=O)N(Cc2ccccc2)C(C)C)c([N+](=O)[O-])n1 = -1 | 7% | -2 | -1% | 2% | -1% | 7%

Next entries.
Structure,CHX counter,Pf growth 48h,Shiga inhibitor,LmPK inhibitor,Tb PYK inh,AmpC no deterg,Pf growth 96h
CN1C(=O)C(O)(CC(=O)/C=C/C=C/c2ccccc2)c2ccccc21 (centres undefined),12,41%[activator],-18,-1%,-8%,-5%,?
COc1ccc(CC(=O)O/N=C(\N)Cc2ccc([N+](=O)[O-])cc2)cc1,1,24%,-21,10%,2%,-13%,25%
Cc1cc(C)nc(NC(=O)CSc2ccccn2)n1,2,17%,-6,7%,0%,0%,-4%
COCc1cc(C2C(C(=O)c3ccco3)=C(O)C(=O)N2CCOCCO)ccc1O (centres undefined),-3,6%,9,-4%,-3%,-10%,85%[activator]
O=C(N/N=C/c1c(Cl)cccc1Cl)c1n[nH]c2c1CCCC2,94*,108%[activator],132*,-10%,-1%,-44%,-7%
CNC(=S)NCC(O)c1ccc([N+](=O)[O-])cc1 (centres undefined),-4,19%,20,3%,8%,-20%[11.4 µM],24%
O=C(O)c1ccc(-c2cccc([N+](=O)[O-])c2)o1,5,18%,22,3%,-1%,-11%,7%
CCn1c2nc(SCCN3CCOCC3)nnc2c2cc(C)cc(C)c21,-3,?,-9,0%,-1%,154%[activator],?
Cc1c(NC(=O)OCc2ccccc2)c(=O)n(-c2ccccc2)n1C,-3,nt,-8,8%,-2%,-8%,?
O=C(CSc1ncc(-c2ccccc2)n1-c1ccccc1)NCc1ccco1,9,-20%,11,-4%,-13%,-10%,2%
CCCCN(C(=O)c1ccc(Br)o1)C1CCS(=O)(=O)C1 (centres undefined),nt,19%,nt,nt,2%,-7%,18%
CCCNC(=O)c1oc2ccc3c(c2c1C)C=CC(C)(C)O3,49*,43%[activator],76*,5%,2%,8%,42%[activator]
Cc1[nH]nc(SCC(=O)NC2CCCCC2)c1[N+](=O)[O-],6,76%[activator],-16,-11%,9%,-30%,?
O=C(c1n[nH]c2ccccc12)N1CCN(S(=O)(=O)c2ccccc2)CC1,nt,5.2µM*,nt,nt,-2%,-40%,7.4µM*
O=C1CN(C(=O)c2cc([N+](=O)[O-])ccc2Cl)C(c2ccccc2)c2cc(F)ccc2N1 (centres undefined),-3,-23%,-4,4%,-9%,-23%,?
Cc1cc(C(=O)OCC(=O)NC2(C#N)CCCCC2)c(C)o1,nt,?,nt,nt,-6%,-21%,?
Clc1ccc2[nH]cc(-c3nnnn3-c3ccccc3)c2c1,1,-18%,19,1%,4%,-27%,-7%
O=C(COC(=O)C(O)c1ccccc1)NC12CC3CC(CC(C3)C1)C2 (centres undefined),-1,nt,2,13%,2%,29%,-20%
CCC(c1nnnn1C(C)(C)C)N(Cc1ccco1)Cc1cc2cccc(C)c2[nH]c1=O (centres undefined),3,nt,-10,11%,-3%,138%[activator],?
Cc1c(C)c2ccc(OCC(=O)N3CC[C@@]4(O)CCCC[C@H]4C3)cc2oc1=O,1,-24%,1,-9%,0%,49%,?
COC(=O)c1cc(NC(=O)Nc2ccccc2OC)cc(C(=O)OC)c1,25,nt,22,9%,-6%,-16%,?
Fc1ccc(OCCCCCn2ccnc2)cc1,-2,-24%,-13,1%,-2%,1%,4.1µM*
O=c1[nH]c(=S)[nH]c(O)c1/C=N/N1CCOCC1,8,-4%,-3,0%,-4%,-2%,15%
COCc1cc(CNC(=O)C2CCC(=O)N(Cc3cccc(OC)c3)C2)[nH]n1 (centres undefined),1,9%,-3,-3%,-1%,2%,-4%
CCC(Sc1ncnc2sc(C)c(C)c12)C(=O)OC (centres undefined),-1,3%,-14,-7%,0%,-19%,nt
O=C(O)c1cc(-c2ccc3c(c2)OCO3)nc2ccc(Br)cc12,15,22%,24,-7%,8%,-39%,15%
COc1cccc(N(C(=O)c2ccco2)c2nc(-c3sc(NC(=O)c4ccco4)nc3C)cs2)c1,2,?,-3,-6%,-9%,-29%,?
Cc1c(NC(=O)CN2C(=O)NC(C)(c3ccc(Cl)cc3)C2=O)c(=O)n(-c2ccccc2)n1C (centres undefined),nt,-25%,nt,nt,3%,16%,1%
Cc1ccc(S(=O)(=O)N2CCOCC2)cc1C(=O)N1CCCCCC1,2,2%,1,-10%,-5%,4%,?
CCc1ccc(-c2nn(Cc3ccccc3)cc2C=O)cc1,50*,156%[activator],90*,0%,1%,-2%[11.4 µM],282%[activator]
O=C(CN1CCOCC1)n1c2c(c3ccccc31)CCCC2,-3,-10%,-12,5%,1%,100%[activator],-27%
CCn1c(C2CC(=O)N(Cc3ccccc3)C2)nc2ccccc21 (centres undefined),-2,-6%,-18,-1%,1%,18%,-3%
COC(=O)c1cc(Sc2c(Cl)cccc2Cl)ccn1,-2,3%,24,1%,-8%,37%,-3%
Cc1ccc(S(=O)(=O)N(C)CC(=O)OCC(=O)c2c(N)n(C)c(=O)n(C)c2=O)cc1,-1,32%[activator],-21,0%,-3%,9%,1%
Cc1ccc(OCCCC(=O)NCc2ccco2)c(C)c1,4,4.1µM*,4,-2%,nt,-1%[2.29 µM],11%
C=CC12C=CC=CN1C(C(=O)OC)=C(C(=O)OC)C(C(=O)OC)=C2C(=O)OC (centres undefined),-1,-10%,-4,3%,-6%,1%,0%
NS(=O)(=O)c1cccc(NC(=O)c2cccs2)c1,-4,6%,-2,-2%,?,-18%,40%[activator]
CCc1cccc(Oc2nn[nH]n2)c1,4,-19%,3,-4%,0%,-5%,?
Cc1ccc(Sc2c(C(=O)Nc3ccc(F)cc3F)c(C(F)(F)F)nn2C)cc1,-3,?,-3,1%,2%,-36%,?
O=C1OCc2cc(NC(=O)C3COc4ccccc4O3)ccc21 (centres undefined),14,12%,-4,-1%,1%,-20%,13%
O=C(O)c1c(NC(=O)N2CCCC2)sc2c1CCCC2,26*,0%[0.00184 µM],37,0%,-12%,-16%,17%
CC(OC(=O)c1ccc2c(=O)n3c(nc2c1)CCC3)C(N)=O (centres undefined),11,20%,51*,4%,-6%,-8%[11.4 µM],23%
CC(=O)NCc1cccc(CNC(C)=O)n1,1,0%,-6,3%,-15%,-14%,nt
CNc1c(-n2cc(C(=O)OC)c(C(=O)OC)c2C(=O)OC)c(=O)n(C)c(=O)n1C,5,-2%,-8,-6%,-7%,-3%,-27%
COC(=O)Nc1nncs1,1,3%,-2,1%,-6%,-6%,13%
Cc1cccc(NS(=O)(=O)c2ccc(C)c(C(=O)NCC(c3ccccc3)N(C)C)c2)c1 (centres undefined),nt,?,nt,nt,-3%,84%[activator],?
O=C(c1ccc2c(=O)n(Cc3ccccc3Cl)c(=S)[nH]c2c1)N1CCOCC1,0,?,4,10%,-10%,-1%,?
NC1CCCCC1N=Cc1c(O)n(CCc2ccc(F)cc2)c(=O)[nH]c1=O (centres undefined),27,?,4,6%,7%,-3%,4.7µM*
COC(=O)CN1C(=O)N/C(=C/c2ccccc2OC)C1=O,7,-6%,20,-1%,1%,-1%,20%
O=C(CN(CC1CCCO1)C(=O)CNS(=O)(=O)c1ccc(Cl)cc1)NCc1ccco1 (centres undefined),-3,14%,-6,2%,2%,7%,?

More compounds follow:
Structure,CHX counter,Pf growth 48h,Shiga inhibitor,LmPK inhibitor,Tb PYK inh,AmpC no deterg,Pf growth 96h
Cc1cc(OCC(=O)NCC2CCC(C(=O)O)CC2)c2c(C)c(C)c(=O)oc2c1 (centres undefined),-2,0%,-6,7%,5%,-23%,?
C/C(CC(=O)Nc1cccc2c1CCCC2)=N\NC=O,-3,-4%,-9,7%,3%,-15%,24%
Cc1nn(-c2ccccc2)c2nc(-c3ccncc3)cc(C(=O)NCc3ccco3)c12,2,3.7µM*,2,5%,-6%,69%[activator],10µM*
CCOC1CS(=O)(=O)CC1OCC (centres undefined),-2,-11%,-14,-1%,4%,-18%,0%
O=C(Cn1cc([N+](=O)[O-])cn1)NCc1cc2ccccc2[nH]1,-4,17%,0,-4%,6%,-18%,18%
CC(Nc1ccc(N2CCOCC2)cc1)C(=O)N1c2ccccc2CC1C (centres undefined),11,?,4,-9%,?,20%,?
O=[N+]([O-])c1ccc(N/N=C/c2cccnc2)cc1,33*,-21%,41*,-4%,-2%,-15%,?
CCc1ccc(CNC(=O)CN2C(=O)COc3ccccc32)cc1,7,23%,24,-12%,-4%,-20%,?
COP(=O)(C#Cc1ccccc1)C(O)c1ccc(Br)cc1 (centres undefined),2,?,2,0%,-6%,34%,62%[activator]
O=C(CCC(=O)c1ccc(F)cc1)OCc1nnc(-c2ccc([N+](=O)[O-])cc2)o1,nt,-16%,nt,nt,0%,-21%,-29%
CCCCCn1c(N)c(-c2nc3ccccc3s2)c2c([N+](=O)[O-])nn(C)c(=O)c21,11,?,-34,4%,2%,-11%,5.2µM*
